Bioassay records: PubChem, several laboratories
GSK3beta inhib: blocks human GSK3beta kinase activity. P49841. GST-GSK3beta kinase, ADP-Glo luminescence, 60 min; active compounds read low. activity score (negative = inhibition), % at 10 µM. 0.038% of 300,000 active. AID 2097;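 active = more than half of replicate wells score below -50%, meaning over 50% inhibition versus plate controls; inconclusive = some replicates but at most half score below -50%; inactive = no replicate scores below -50%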;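 also: 0% = median DMSO wells and -100% = median GW8510 positive control wells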
Target sequence (P49841 whole entry, looked up): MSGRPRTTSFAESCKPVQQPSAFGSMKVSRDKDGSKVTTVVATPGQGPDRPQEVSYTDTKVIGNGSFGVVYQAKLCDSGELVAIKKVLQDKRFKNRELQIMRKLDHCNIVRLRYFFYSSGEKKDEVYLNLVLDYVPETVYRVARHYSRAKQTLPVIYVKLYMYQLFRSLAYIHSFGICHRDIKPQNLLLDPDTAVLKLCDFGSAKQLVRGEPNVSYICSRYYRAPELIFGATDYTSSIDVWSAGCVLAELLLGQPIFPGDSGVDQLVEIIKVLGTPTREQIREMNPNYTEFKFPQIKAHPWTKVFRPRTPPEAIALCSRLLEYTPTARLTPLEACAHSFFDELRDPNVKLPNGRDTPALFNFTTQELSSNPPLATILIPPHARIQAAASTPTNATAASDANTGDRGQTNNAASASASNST
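Test system: GST-fused GSK3beta enzyme, cell-free | Quantity: 1.6 ng GST-GSK3beta enzyme per well | Reagent: 25 µM ATP with peptide substrate | Schedule: 60 min enzyme reaction, room temperature | Signal: Luminescent ADP-Glo measurement of ADP formed | Read-out basis: Score relative to plate controls | Control set: DMSO and 20 µM GW8510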
HSF1 inhib: HSF1 inhibition; activity change, negative = inhibition, % at 7.5 µM (by protocol); 0.77% of 300,000 active; NIH3T3-HGL HSE-luciferase, MG132-induced, luminescence 8 h; active compounds read low;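 active = more than half of replicate wells show activity change below -50%, luminescence cut by over half; inconclusive = some wells, but at most half, below -50%; inactive = no replicate well below -50%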;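 also: luciferase reports HSF-1 transcriptional activity via heat shock element; 0% = median of DMSO wells and -100% = zero luminescence signal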
GSK3 alpha inh: human GSK-3 alpha kinase inhibition | inhibition, % at 10 µM | 0.1% of 320,000 active | P49840 | ADP-Glo luminescence, 60 min;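 in the data active = inhibition above about 50%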;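 also: GST-tagged GSK-3 alpha with peptide substrate and 25 µM ATP; 0% = DMSO neutral wells and 100% = GW8510 positive control wells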
Target sequence (P49840 whole entry, looked up): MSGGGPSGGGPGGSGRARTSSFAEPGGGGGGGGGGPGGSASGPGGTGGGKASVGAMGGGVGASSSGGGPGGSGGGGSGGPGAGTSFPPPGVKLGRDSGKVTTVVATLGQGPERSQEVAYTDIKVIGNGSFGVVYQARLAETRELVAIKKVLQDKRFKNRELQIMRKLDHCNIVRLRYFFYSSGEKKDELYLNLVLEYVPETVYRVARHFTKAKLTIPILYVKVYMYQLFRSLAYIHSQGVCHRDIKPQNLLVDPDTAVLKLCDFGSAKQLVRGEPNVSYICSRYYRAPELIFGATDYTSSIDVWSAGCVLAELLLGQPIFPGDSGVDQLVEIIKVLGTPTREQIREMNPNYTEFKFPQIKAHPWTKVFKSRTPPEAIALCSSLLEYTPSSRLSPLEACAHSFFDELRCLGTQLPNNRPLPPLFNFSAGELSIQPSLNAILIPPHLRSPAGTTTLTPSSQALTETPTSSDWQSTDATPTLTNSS
aSyn UTR inh: MLPCN primary screen, SNCA 5' untranslated region; alpha-synuclein 5'UTR reporter, inhibitor activity; 0.82% of 300,000 active; AID 1813; inhibition, % (tested at 7.5 µM); in the data active = inhibition above about 60%; inconclusive = no clear call, values can overlap the other calls;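 also: H4 neuroglioblastoma cells stably carrying SNCA 5'UTR luciferase fusion; 0% = DMSO wells and 100% = positive control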
KLF5 inhibitor: inhibitors of KLF5 expression. DLD-1 KLF5 promoter-luciferase reporter, luminescence. inhibition, % at 5 µM. 0.23% of 290,000 active. AID 1700;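 active = inhibition above a per-plate limit of that plate's mean compound inhibition plus 3 SD, cut at about 60% in these data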;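 also: 0% = DMSO wells and 100% = LY294002 at 200 µM; higher means less KLF5 promoter-driven luciferase light; inactives centre near -14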
HIF activator: HIF pathway transcriptional activation; activation, % at 7.5 µM (by protocol); U2OS HRE-luciferase reporter, luminescence; normalized: DMSO 0%, desferrioxamine 100%; 0.32% of 300,000 active; AID 1910;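 active = mean activation of at least 10% of the iron chelator positive control signal, with at least half of replicates also reaching 10%; inconclusive = mean and replicate majority disagree about reaching 10%; inactive = mean and most replicates under 10%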
HSP90 refold inh: HSP90 refolding inhibition in rabbit reticulocyte lysate; luciferase refolding luminescence, 3 h; inhibition, % at 5.6 µM; 0.91% of 290,000 active; AID 1789;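 active = inhibition above the screen-wide mean plus 3 SD, computed separately per campaign, cut at about 16% in these data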;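 also: 0% = DMSO wells and 100% = 60 µM geldanamycin wells; inhibitors lower the luminescence because luciferase stays unfolded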
AI-2 QS mod: Vibrio harveyi AI-2 quorum sensing modulation; 0.4% of 300,000 active; activity change, % at 7.5 µM; Vibrio harveyi JMH597 AI-2 luminescence/OD600 ratio, 9 h; active compounds read low; strain lacks LuxN and CqsS sensors; 0 = neutral-control median; in the data active = activity change below about -75%, passing the limit was not always enough; inconclusive = no clear call, values can overlap the other calls;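 also: luminescence divided by OD600 gain over 9 h not by final OD600 alone; inactives centre near 13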
HSF-1 act: increases HSF-1 driven luciferase reporter signal. 1.7% of 300,000 active. activation, % at 9 µM. NIH3T3-HGL HSF-1 luciferase reporter, MG132, 8 h; 100% = twice DMSO control signal;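 active = mean replicate activation of at least 50% with a set share of replicates each reaching 50%; inconclusive = only one of those two conditions met; inactive = mean below 50% and too few replicates reaching it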;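 also: 0% = median of the neutral control wells and 100% = twice that signal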
IEC-6 cytotox: IEC-6 cytotoxicity, counter-screen for KLF5 inhibitors. luminescence viability. inhibition, % at 5 µM. 0.78% of 290,000 active. AID 1825; in the data active = inhibition above about 22%;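 also: 0% = plate median of test compound wells and 100% = cytotoxic reference compound wells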
* = called active by the depositor; ? = inconclusive; . = not tested or not shown.

1. O=C1NC(=NCc2ccccc2)S/C1=C\c1ccccc1
2. CCCCCCn1c(CN2CCCC(C)C2)nc2c1c(=O)n(C)c(=O)n2C (stereo unspecified)
3. COC(=O)c1sccc1NC(=O)c1cccc(Cl)c1
4. NS(=O)(=O)c1ccc(CNC(=O)c2ccc(S(=O)(=O)C(F)F)cc2)cc1
5. COc1ccc(C(=O)Nc2ccc(NC(=O)c3cccc(F)c3)cn2)cc1
6. NC(=O)c1ncc(C(F)(F)F)cc1Oc1ccc(F)cc1
7. COc1ccc(C(=O)NNC(=O)CN2CCC(n3nnc4cc(C(F)(F)F)ccc43)CC2)cc1
8. CC(C)(C)NS(=O)(=O)CC12CCC(CC1=O)C2(C)C (stereo unspecified)
9. CN1/C(=C/C=C(C#N)C#N)C(C)(C)c2ccccc21
10. COC(=O)C1(S(=O)(=O)c2cccc3nsnc23)CC1
screen / no.	1	2	3	4	5	6	7	8	9	10
GSK3beta inhib	2	-2	0	-1	0	-3	-2	-1	2	-2
HSF1 inhib	7	-4	-9	-5	-1	10	-9	-6	-4	-3
GSK3 alpha inh	1	0	-4	-4	0	-2	-1	-5	-3	1
aSyn UTR inh	-25	-8	45	-3	-18	-20	6	4	-4	21
KLF5 inhibitor	-10	-18	.	-2	-38	-27	24	-25	1	-20
HIF activator	-0.1	-0.6	-0.2	-0.4	-0.1	0.2	0.2	0.2	-0.5	0.3
HSP90 refold inh	0	1	.	0	-1	-1	-1	1	-2	3
AI-2 QS mod	20	24	-23	15	19	2	19	8	10	3
HSF-1 act	8	7	2	-19	6	38	-5	3	-7	-25
IEC-6 cytotox	3	-2	.	-2	0	-4	0	0	-1	-3

11. CCOc1cc(N2CCOCC2)c(OCC)cc1NC(=O)COc1cccc(Cl)c1
12. CC(=O)c1ccc(S(=O)(=O)NC2CCSc3ccccc32)cc1 (stereo unspecified)
13. Cc1ccc(C2=CC(C)(c3ccc(C)cc3)Nc3nc(C(F)(F)F)nn32)cc1 (stereo unspecified)
14. O=C(N[C@@H](CO)C(=O)NCc1ccccc1)c1ccc(C(F)(F)F)cc1
15. Cc1cc(C)n(CCc2nc(-c3ccc(F)cc3)cs2)n1
16. COc1ccc(NC(=O)c2cccc(Oc3ccc([N+](=O)[O-])cc3Cl)c2)cc1
17. CCN(Cc1ccccc1)C(=O)CCCOc1ccccc1
18. Cc1cc2c(=O)oc(-c3ccccc3Br)nc2s1
19. O=C(C1=C[C@H](C2CCCCC2)C[C@H](OCc2ccc(CO)cc2)O1)N1CCN(Cc2ccccc2)CC1
20. COC(=O)c1ccc(C)c(-n2c(C)cc(C=O)c2C)c1
screen / no.	11	12	13	14	15	16	17	18	19	20
GSK3beta inhib	-1	0	0	3	1	-1	-5	0	-2	-2
HSF1 inhib	2	-3	12	-8	12	2	13	3	-6	-2
GSK3 alpha inh	1	0	-1	2	-1	-4	4	.	0	-3
aSyn UTR inh	9	3	-16	-5	-39	-9	-91	18	-4	9
KLF5 inhibitor	.	-20	-26	-11	-31	-5	-66	-20	-12	21
HIF activator	0.5	-0.5	-0.3	0.6	0.0	1.1	2.2	0.3	-0.3	-0.4
HSP90 refold inh	.	-2	0	-4	-5	1	-3	11	6	-2
AI-2 QS mod	8	-18	33	-17	12	11	21	-65	23	9
HSF-1 act	-2	-1	13	-4	42	0	8	12	6	14
IEC-6 cytotox	.	-4	-6	-3	-12	2	-11	2	0	0

21. O=C(c1ccco1)N1CCN(S(=O)(=O)c2ccc(S(=O)(=O)NC3CC3)cc2)CC1
22. CN(C)/C=C(\C#N)C(N)=C(C#N)C#N
23. CCc1ccc(C(C)NC(=O)Cc2ccc(F)cc2)cc1 (stereo unspecified)
24. Cc1cc(NC(=O)c2cc(-c3ccccc3)on2)n(-c2ccccc2)n1
25. COc1cccc2sc3ccc(C#CC4(N)CCCCC4)cc3c(=O)c12
26. CC(=O)c1cccc(NC(=O)C(OC(=O)c2cccs2)c2ccccc2)c1 (stereo unspecified)
27. O=C(NC(=S)Nc1ccccc1N1CCOCC1)c1ccccc1F
28. O=C(CCS(=O)(=O)c1ccc(Br)cc1)NCc1cccs1
29. O=S(=O)(N/N=C\c1c(F)cccc1Cl)c1ccc(Cl)cc1
30. CC(C)(C)NC(=O)C1CC(=O)OC12CCCCC2 (stereo unspecified)
screen / no.	21	22	23	24	25	26	27	28	29	30
GSK3beta inhib	-2	2	1	1	0	-3	-3	2	1	3
HSF1 inhib	2	3	1	1	10	-5	-8	-1	8	6
GSK3 alpha inh	8	5	0	0	1	-1	0	-3	-1	3
aSyn UTR inh	12	-3	9	31	-60	14	-16	-1	-12	-19
KLF5 inhibitor	-25	-12	1	-28	-8	-12	-44	-5	0	-22
HIF activator	-0.3	-0.3	-0.3	0.0	3.2	-0.2	-0.4	-0.5	-0.7	-0.4
HSP90 refold inh	-3	1	-1	-1	-1	0	0	17*	4	5
AI-2 QS mod	21	33	21	14	18	18	8	31	23	16
HSF-1 act	-10	2	-2	-13	3	21	10	3	-2	17
IEC-6 cytotox	-1	-2	-1	-2	7	-3	1	9	4	4

31. CC(C)N1CCc2c(sc(NC(=O)CCS(=O)(=O)c3ccccc3)c2C#N)C1
32. Cc1ccc(S(=O)(=O)N(C)c2nc3ccccc3n3c(C(C)C)nnc23)cc1
33. CC(C)(C)c1n[nH]c(=S)n(/N=C/c2cccs2)c1=O
34. CCS(=O)(=O)Nc1ccc(C2=NN(C(=O)c3ccco3)C(c3cccs3)C2)cc1 (stereo unspecified)
35. CC1CCN(C(=O)CSc2ccc(-c3ccccc3)nn2)CC1
36. CC(=O)Nc1ccc(N2C(=O)CC(N3CCSCC3)C2=O)cc1 (stereo unspecified)
37. CCC(=O)Nc1c2c(nn1-c1ccc([N+](=O)[O-])cc1)CS(=O)(=O)C2
38. CCC(C(=O)NC1CCCCC1)n1nc(C)c2c(C)n(-c3ccccc3)nc2c1=O (stereo unspecified)
39. COc1ccc(-c2cc(C(=O)OCC(=O)N(C)C3CCS(=O)(=O)C3)c3ccccc3n2)cc1OC (stereo unspecified)
40. CCOC(=O)Cc1csc(SCC(=O)/C(C#N)=C(\C)N)n1
screen / no.	31	32	33	34	35	36	37	38	39	40
GSK3beta inhib	-1	.	-3	1	2	-3	-3	5	1	1
HSF1 inhib	-10	-4	2	5	2	3	-6	1	1	4
GSK3 alpha inh	0	0	-5	3	-3	3	-5	-2	1	-1
aSyn UTR inh	-4	-7	-42	-19	-6	-11	-6	7	-13	-1
KLF5 inhibitor	-20	-6	-10	-23	-34	4	30	0	-20	-50
HIF activator	-0.6	0.8	0.7	0.6	0.9	-0.5	0.8	-0.1	0.4	-2.3
HSP90 refold inh	-2	-4	6	-2	-3	-5	1	-7	-1	-4
AI-2 QS mod	10	19	-77*	16	30	3	10	13	8	19
HSF-1 act	-13	-5	-8	0	13	3	-14	0	2	-9
IEC-6 cytotox	0	4	3	8	4	4	1	-1	-5	-3

Some of the entries so far, with two lines to a compound:
Sequence of screens – GSK3beta inhib | HSF1 inhib | GSK3 alpha inh | aSyn UTR inh | KLF5 inhibitor | HIF activator | HSP90 refold inh | AI-2 QS mod | HSF-1 act | IEC-6 cytotox
#26 CC(=O)c1cccc(NC(=O)C(OC(=O)c2cccs2)c2ccccc2)c1 (stereo unspecified)
→ -3 | -5 | -1 | 14 | -12 | -0.2 | 0 | 18 | 21 | -3
#27 O=C(NC(=S)Nc1ccccc1N1CCOCC1)c1ccccc1F
→ -3 | -8 | 0 | -16 | -44 | -0.4 | 0 | 8 | 10 | 1
#28 O=C(CCS(=O)(=O)c1ccc(Br)cc1)NCc1cccs1
→ 2 | -1 | -3 | -1 | -5 | -0.5 | 17* | 31 | 3 | 9
#29 O=S(=O)(N/N=C\c1c(F)cccc1Cl)c1ccc(Cl)cc1
→ 1 | 8 | -1 | -12 | 0 | -0.7 | 4 | 23 | -2 | 4
#30 CC(C)(C)NC(=O)C1CC(=O)OC12CCCCC2 (stereo unspecified)
→ 3 | 6 | 3 | -19 | -22 | -0.4 | 5 | 16 | 17 | 4
#31 CC(C)N1CCc2c(sc(NC(=O)CCS(=O)(=O)c3ccccc3)c2C#N)C1
→ -1 | -10 | 0 | -4 | -20 | -0.6 | -2 | 10 | -13 | 0
#32 Cc1ccc(S(=O)(=O)N(C)c2nc3ccccc3n3c(C(C)C)nnc23)cc1
→ . | -4 | 0 | -7 | -6 | 0.8 | -4 | 19 | -5 | 4
#33 CC(C)(C)c1n[nH]c(=S)n(/N=C/c2cccs2)c1=O
→ -3 | 2 | -5 | -42 | -10 | 0.7 | 6 | -77* | -8 | 3
#34 CCS(=O)(=O)Nc1ccc(C2=NN(C(=O)c3ccco3)C(c3cccs3)C2)cc1 (stereo unspecified)
→ 1 | 5 | 3 | -19 | -23 | 0.6 | -2 | 16 | 0 | 8
#35 CC1CCN(C(=O)CSc2ccc(-c3ccccc3)nn2)CC1
→ 2 | 2 | -3 | -6 | -34 | 0.9 | -3 | 30 | 13 | 4
#36 CC(=O)Nc1ccc(N2C(=O)CC(N3CCSCC3)C2=O)cc1 (stereo unspecified)
→ -3 | 3 | 3 | -11 | 4 | -0.5 | -5 | 3 | 3 | 4
#37 CCC(=O)Nc1c2c(nn1-c1ccc([N+](=O)[O-])cc1)CS(=O)(=O)C2
→ -3 | -6 | -5 | -6 | 30 | 0.8 | 1 | 10 | -14 | 1

Additional records follow:
41. Fc1ccc(COc2ccccc2-c2ccnc3ncnn23)cc1
42. CCN(CC)C(=O)CSc1nnc(COc2ccc(OC)cc2)n1N
43. O=C(CNC(=O)c1cccc(Br)c1)N/N=C/c1cn[nH]c1-c1ccccc1
44. CCOc1ccc2c(c1)nc(C)n2C
45. C/C(=N\Nc1nc(N2CCOCC2)nc(N2CCOCC2)n1)c1cccs1
46. CCOC(=O)C1(Cc2ccccc2Cl)CCN(C(=O)c2cnccn2)CC1
47. CCOc1ccc(N2C(=O)CC(NC3CCCCNC3=O)C2=O)cc1 (stereo unspecified)
48. C#Cc1ccc([C@@H]2C=C(C(=O)NCc3ccccc3)O[C@H](OCc3ccc(CO)cc3)C2)cc1
screen / no.	41	42	43	44	45	46	47	48
GSK3beta inhib	0	2	-3	2	3	4	3	3
HSF1 inhib	-7	-1	-2	-3	-3	20	-5	1
GSK3 alpha inh	-2	0	-1	-2	0	-1	-1	0
aSyn UTR inh	-41	15	15	-17	-12	-125	21	-19
KLF5 inhibitor	5	-51	-12	-13	-19	-60	-10	3
HIF activator	1.2	-0.1	-0.4	-0.2	0.0	1.6	-0.3	-0.6
HSP90 refold inh	1	2	0	-5	1	-2	2	4
AI-2 QS mod	42	0	13	2	18	3	19	10
HSF-1 act	1	-2	14	0	-2	?	-28	4
IEC-6 cytotox	1	4	-1	-2	-2	0	-8	-4
